# N370S GC = qHTS Assay for Inhibitors and Activators of N370S glucocerebrosidase as a Potential Chaperone Treatment of Gaucher Disease; Potency, µM (highest dose often 59.4 µM), without a hit: at the highest dose activity change, negative = inhibition, actives largely listed as inhibitors; 330,000 compounds, 0.092% hits; N370S GC spleen homogenate, 4MU-glucoside fluorescence; Lysosomal acid glucosylceramidase (Homo sapiens), P04062;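 also: 0% = full enzyme activity and -100% = no enzyme basal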
# KAT2A inh = qHTS Assay for Inhibitors of GCN5L2; Histone acetyltransferase KAT2A (Homo sapiens), Q92830; Potency, µM (series often up to 58.9 µM), for inactives: top-dose activity change, negative = inhibition, actives largely listed as inhibitors; GCN5L2 HAT assay, ThioGlo1 CoA-SH fluorescence; 390,000 compounds, 0.21% hits
#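 Enzyme at 20nM final was mixed with library compounds for 15 min at room temperature. Peptide H3(1-25) at 75uM, acetyl-CoA at 70uM and ThioGlo1 at 50uM were then added. Plates were read immediately and after 20 min (Ex340nm/Em540nm).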
# FEN1 inh = qHTS Assay for the Inhibitors of Human Flap endonuclease 1 (FEN1). AID 588795, 2011. Potency, µM (titrated, usually from 114 µM), without a hit: at the highest dose activity change, negative = inhibition, hits mostly inhibitors. 390,000 compounds, 0.35% hits. P39748. Recombinant FEN1 flap cleavage, fluorescence, 15 min; also: nearly all actives have a fitted effect of over 65% in size
# Target sequence (P39748 whole entry, looked up): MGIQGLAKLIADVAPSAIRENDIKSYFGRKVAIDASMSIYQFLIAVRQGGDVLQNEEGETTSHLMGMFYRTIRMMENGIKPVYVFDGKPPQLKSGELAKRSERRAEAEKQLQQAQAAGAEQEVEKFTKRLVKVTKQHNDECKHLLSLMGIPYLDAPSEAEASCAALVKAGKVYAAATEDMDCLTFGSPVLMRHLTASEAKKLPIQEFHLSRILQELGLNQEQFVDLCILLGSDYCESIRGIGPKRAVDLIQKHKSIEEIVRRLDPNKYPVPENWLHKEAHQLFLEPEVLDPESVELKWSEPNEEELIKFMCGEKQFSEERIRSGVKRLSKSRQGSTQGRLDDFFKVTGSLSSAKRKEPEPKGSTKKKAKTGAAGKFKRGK
#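 Steps: FEN1 (10 nM) dispensed; compound added by pin tool; 15 min at room temperature; substrate added to 50 nM final; reads at 0 min and 15 min; data normalized and fitted (four-parameter Hill).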
# An asterisk follows results filed as active; ? = inconclusive; nt = not tested or not shown; & = joins results of further samples; [ ] = another dose, or the depositor's remark. Calls follow the shape of the dose curve; as a rule, active = well fitted curve in the direction sought with a large enough effect; inconclusive = small, poorly fitted or top-dose-only effect, or another doubt; inactive = no such curve, though single readings can be large; an effect the other way counts as inactive or inconclusive. Unless noted, % is scaled to controls: 0 for no effect and ±100 for the full control effect; potency is read from the fitted curve at half-maximal effect. A portion of the library, so the mix of outcomes need not match the whole.
SMILES,N370S GC,KAT2A inh,FEN1 inh
C=CC[C@@H](CC(=O)N[C@H](CO)Cc1ccccc1)C(=O)N[C@H](COC(=O)[C@@H](CC=C)Cc1ccc(F)cc1)Cc1c[nH]c2ccccc12,nt,-6%,-18%
O=C(CCCc1ccccc1)NC1CC1,-11%,1%,-3%
O=C(/C=C/c1ccccc1[N+](=O)[O-])NCCCN1CCCC1=O,-2%,-1%,-16%
COC(=O)c1ccc(NC(=S)NCCc2cccc(C)c2)cc1,-2%,-2%,1%
Cc1ccccc1NC(=O)c1ccc(C)c(S(=O)(=O)Nc2ccccn2)c1,1%,0%,-1%
CCN1CCN(S(=O)(=O)c2ccc(S(=O)(=O)NCC3CCCO3)cc2)CC1 (stereo not drawn),-1%,-4%,-11%
Cc1ccc(NC(=O)C2CC(=O)NC(Nc3cccc(C)c3)=N2)cc1 (stereo not drawn),-3%,-7%,-1%
Cc1cc(C)n(C(=O)COc2ccc(Cl)cc2Cl)n1,3%,0%,1%
CCCCn1c(N)c(N(CC(C)C)C(=O)Cn2c(=O)cnc3ccccc32)c(=O)[nH]c1=O,-6%,-3%,-3%
Cc1ccc(NC(=S)NCCCN2CCOCC2)cc1C,-19%,-3%,-11%
Cc1cc(N2C(=O)C(O)=C(C(=O)c3ccc(C)o3)C2c2cccc(Oc3ccccc3)c2)no1 (stereo not drawn),-1%,0%,16%
COc1ccc2[nH]c(=O)c(CN(Cc3nnnn3Cc3ccc(F)cc3)CC3CCCO3)cc2c1 (stereo not drawn),11%,-3%,-12%
COc1ccc(-c2c(C)[nH]n3c(=O)c(Cc4ccccc4)c(C)nc23)cc1,10%,-15%,14%
C=C(C)c1cccc(C(C)(C)NC(=O)N2CCN(C/C=C/c3ccccc3)CC2)c1,-27%,-6%,-3%
O=C(O)C1C2C=CC(C2)C1C(=O)NCCc1cccc(Cl)c1 (stereo not drawn),7%,0%,-2%
O=C(NCc1ccc(F)cc1)C(c1cccnc1)N(C(=O)c1csnn1)c1ccccc1 (stereo not drawn),0%,-5%,1%
CC(C)(C)OC(=O)N1CCC(c2c(C(=O)O)cnn2-c2ccc(Cl)cc2)CC1,3%,-5%,-5%
Oc1cc(Cl)cc(Cl)c1Cl,1%,-7%,-31%
CCc1ccccc1NC(=O)COC(=O)c1c(C)nsc1NC,nt,-3%,4%
Cc1ccc(C)c(N(CC(=O)NCc2ccco2)C(=O)CCC(=O)Nc2ccccn2)c1,-8%,-1%,5%
CC(=O)c1c(C)[nH]c(C(=O)OCC(=O)N2CC(C)OC(C)C2)c1C (stereo not drawn),-1%,-6%,-4%
CCOc1ccc(-c2nnc(-c3ccncc3)o2)cc1,-2%,-12%,-6%
O=C1CN(C(=O)NCC(=O)N[C@H](C(=O)O)c2ccccc2)c2ccccc2N1,-8%,-7%,16%
CCCCOC(=O)CCCN1C(=O)/C(=C2\SC(=S)N(CCCC(=O)OCCCC)C2=O)SC1=S,-11%,-4%,2%
CCCN1CCC(N2CCN(c3ccccc3OC)CC2)CC1,1%[2.35 µM],-1%,nt
Cc1ccc(F)c(Cn2cnc3c(cnn3C(C)(C)C)c2=O)c1Cl,nt,-6%,-3%&-14%
COC(=O)c1ccc2c(c1)S(=O)(=O)NC(=NCCCN1CCOCC1)S2,9%,2%,2%
Cc1ncc(CO)c2cc(S(=O)(=O)c3ccc(F)cc3)c(=O)oc12,5%,-10%,-8%
Cc1cc(Br)ccc1NC(=O)c1cc2c(=O)n(C)c3cc(Cl)ccc3c2s1,nt,-2%,-7%
COc1ccccc1/C=C/C=N/n1c(C2CCCCC2)n[nH]c1=S,22%,-4%,-14%
Cc1ccc(CNC(=O)CCNS(=O)(=O)c2ccc(Br)s2)cc1,-1%,3%,4%
O=C1CN(C(=O)NCC(=O)N[C@H](Cc2ccccc2)C(=O)O)c2ccccc2N1,3%,4%,-4%
COc1cc2c(cc1OC)C(c1cccs1)N(C(=S)NC(C)C)CC2 (stereo not drawn),25%,-7%,-16%
O=C(C1CCCN(S(=O)(=O)c2cc(Cl)ccc2Cl)C1)N1CCOCC1 (stereo not drawn),-6%,-1%,-9%
CCOc1ccccc1NC(=O)CSc1ccc2nnc(CCNS(=O)(=O)c3ccccc3)n2n1,nt,-7%,-3%
COC(=O)c1ccccc1NS(=O)(=O)c1ccc2[nH]c(=O)[nH]c2c1,5%,0%,-7%

# 14 entries already listed, sorted by length of the SMILES, low to high.
SMILES,N370S GC,KAT2A inh,FEN1 inh
Oc1cc(Cl)cc(Cl)c1Cl,1%,-7%,-31%
CCOc1ccc(-c2nnc(-c3ccncc3)o2)cc1,-2%,-12%,-6%
CCCN1CCC(N2CCN(c3ccccc3OC)CC2)CC1,1%[2.35 µM],-1%,nt
CCc1ccccc1NC(=O)COC(=O)c1c(C)nsc1NC,nt,-3%,4%
COc1ccccc1/C=C/C=N/n1c(C2CCCCC2)n[nH]c1=S,22%,-4%,-14%
Cc1ccc(F)c(Cn2cnc3c(cnn3C(C)(C)C)c2=O)c1Cl,nt,-6%,-3%&-14%
Cc1ncc(CO)c2cc(S(=O)(=O)c3ccc(F)cc3)c(=O)oc12,5%,-10%,-8%
COC(=O)c1ccc2c(c1)S(=O)(=O)NC(=NCCCN1CCOCC1)S2,9%,2%,2%
CC(=O)c1c(C)[nH]c(C(=O)OCC(=O)N2CC(C)OC(C)C2)c1C (stereo not drawn),-1%,-6%,-4%
Cc1cc(Br)ccc1NC(=O)c1cc2c(=O)n(C)c3cc(Cl)ccc3c2s1,nt,-2%,-7%
O=C1CN(C(=O)NCC(=O)N[C@H](C(=O)O)c2ccccc2)c2ccccc2N1,-8%,-7%,16%
Cc1ccc(C)c(N(CC(=O)NCc2ccco2)C(=O)CCC(=O)Nc2ccccn2)c1,-8%,-1%,5%
CCOc1ccccc1NC(=O)CSc1ccc2nnc(CCNS(=O)(=O)c3ccccc3)n2n1,nt,-7%,-3%
CCCCOC(=O)CCCN1C(=O)/C(=C2\SC(=S)N(CCCC(=O)OCCCC)C2=O)SC1=S,-11%,-4%,2%

# Other structures
SMILES,N370S GC,KAT2A inh,FEN1 inh
Cn1c(=O)c2cc(C(=O)NCCCN3CCN(c4ccccc4F)CC3)sc2c2ccccc21,nt,-5%,-19%
Cc1ccc(NC(=O)CCC(=O)n2nc(C)cc2C)c(C)c1,-5%,-4%,-9%
CC(C)(C)CC(=O)NC1CC(=O)N(c2ccc3c(c2)OCCO3)C1 (stereo not drawn),nt,-1%,-1%
O=C(NC1CCS(=O)(=O)C1)Oc1ccccc1 (stereo not drawn),-1%,-9%,1%
Cc1cc(C)c(OCC(=O)Nc2ccccc2N2CCCCC2)c(C)c1,-3%,-5%,-5%
CCC(CCC(C)C1CCC2C3CCC4CC(O)CC[C@@]4(C)C3CC[C@@]12C)C(C)C (stereo partly drawn),1%,-9%,nt
COC(=O)c1ccc(C(=O)Nc2ccc(N)cc2N)cc1,-15%,-2%,-2%
Cc1ccccc1NS(=O)(=O)c1ccc(C(=O)N2CCCCCCC2)cc1,-8%,-3%,-9%
COc1ccc(-c2cccc(C3CC=CC4C3C(=O)N(Cc3ccccc3)C4c3ccc(OC)c(Cl)c3)c2)cc1 (stereo not drawn),3%,-17%,-5%
O=[N+]([O-])c1cnccc1Nc1cccc(F)c1,-1%,-1%,-1%
Cc1ccc(NC(=O)c2nc(S(=O)(=O)Cc3cccc(C)c3)ncc2Cl)cc1,nt,-14%,-24%
O=C(CSc1nc2ccccc2c(=O)n1CCCN1CCOCC1)c1c[nH]c2ccccc12,?,0%,-12%
Cc1ncc([N+](=O)[O-])n1CCOC(=O)c1ccc(Cl)cc1Cl,-7%,-4%,-1%
CC(C)Cc1cc(C(=O)Nc2ccc3c(c2)OCO3)no1,-18%,0%,3%
COc1cc(C(C)=O)ccc1Oc1ncccn1,3%,1%,0%
COC(=O)C1(CO)NC(c2cccs2)C2C(=O)N(c3ccccc3)C(=O)C21 (stereo not drawn),-2%,-2%,-5%
COc1cccc(NC(=O)N2CCC(n3c(C)nc4cccnc43)CC2)c1,nt,-4%,-2%
COc1cc(C(=O)NC2(C(F)(F)F)NC(=O)N(CCCc3ccccc3)C2=O)cc(OC)c1OC (stereo not drawn),-22%,-9%,-2%
COc1ccc(S(=O)(=O)NC2CCCC2)cc1Cl,-1%,-2%,11%
CCCCN(CC)CCCNC(=O)Cn1ncc2c3ccccc3n(C)c2c1=O,nt,-9%,8%
Cc1ccc(CN2CCNC(=O)C2CC(=O)N(C)C(C2CC2)C2CC2)o1 (stereo not drawn),-1%,-12%,-12%
O=C(N/N=C/c1ccco1)/C(=C/c1cccc([N+](=O)[O-])c1)NC(=O)c1ccccc1,3%[12.8 µM],-5%,11%
Cc1ccc(C)c(OCCCNC2CCCC2)c1C,-5%,5%,7%
Cc1ccc(C)c(OCC(=O)N/N=C/c2ccsc2)c1,9%,-2%,5%
O=C(NC1CCCCC1)c1ccc(CSc2nc3cccnc3n2Cc2cccc(F)c2)cc1,nt,-5%,14%
Cc1nc2nc(SCC(=O)NC3CCC(C)CC3)nn2c(C)c1Cc1ccccc1 (stereo not drawn),nt,-5%,-2%
CCS(=O)(=O)c1ccc2oc(SCC(=O)N3CCCCC3)nc2c1,-2%,-12%,-14%
CC(C)C(=O)Nc1ccccc1N1CCN(C(=O)c2ccccc2)CC1,9%,-16%,-1%
CCOc1ccc(/C=C(\C#N)C(=O)Nc2cccnc2)cc1,-2%,-2%,-1%
Cc1ccccc1C(=O)Nc1c(C)nc(Nc2ccccc2)nc1Nc1ccccc1,nt,-10%,-8%
CCOC(=O)c1c(NC(=O)Cn2nc(C(=O)O)c3ccccc3c2=O)sc2c1CCC(C)C2 (stereo not drawn),-10%,-8%,0%
CCOC(=O)C1CCN(C(=S)Nc2ccc(S(N)(=O)=O)cc2)CC1,23%,2%,-1%
CCN(CC)S(=O)(=O)c1ccc(NS(=O)(=O)c2ccc(F)cc2)cc1,-11%,-5%,0%
O=[N+]([O-])c1cccc(S(=O)(=O)Nc2cccc(-c3ccc(N4CCOCC4)nn3)c2)c1,-10%,1%,-3%
O=c1cc(-c2ccccc2Cl)oc2cc(O)cc(O)c12,8%,-23%,-18%
CN(C)CCOc1ccccc1-c1ccccc1,-3%,-11%,-9%

# Next part; it opens with the three that closed the last part.
SMILES,N370S GC,KAT2A inh,FEN1 inh
O=[N+]([O-])c1cccc(S(=O)(=O)Nc2cccc(-c3ccc(N4CCOCC4)nn3)c2)c1,-10%,1%,-3%
O=c1cc(-c2ccccc2Cl)oc2cc(O)cc(O)c12,8%,-23%,-18%
CN(C)CCOc1ccccc1-c1ccccc1,-3%,-11%,-9%
CCc1cccc(NC(=O)CN2c3ccccc3S(=O)(=O)c3ccccc32)c1,nt,-7%,-19%
Nc1nncn1C(=O)CCCOc1ccc(Cl)cc1Cl,3%,-1%,4%
Cc1ccc(NCC(=O)N/N=C/c2cccc(Oc3ccccc3)c2)cc1,6%,-9%,-16%
CCOc1ccc(CN2CCc3nc(N4CCN(c5ccccc5OC)CC4)ncc3C2)cc1OC,nt,-2%,-10%
Cc1ccccc1CNc1nnnn1C,0%,-4%,15%
COc1ccc(-c2ccc3c(c2)c(-c2cccs2)c(-c2cc(OC)cc(OC)c2)n3C)cc1,nt,20µM*,-16%
CN(Cc1ccccc1)C(=O)c1ccc2c(c1)S(=O)(=O)N=C1CCCCCN12,nt,1%,2%

# Screening data: PubChem BioAssay, National Center for Advancing Translational Sciences (NCATS)
